# mec2-1: NCI yeast anticancer drug screen, S. cerevisiae mec2-1 strain | % growth inhibition at 50 µM | 79,000 compounds, 9% hits;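 note: 0% = growth of vehicle-only cultures of the same strain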
#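 Compounds were applied to mec2-1 yeast cells. Their growth was then compared with that of vehicle-treated cultures to give growth inhibition.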
# bub3: NCI yeast anticancer drug screen, S. cerevisiae bub3 mutant strain. AID 167. 78,000 compounds, 9.9% hits. growth inhibition, % at 50 µM;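 note: 0% = growth of vehicle-only cultures of the same strain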
#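 Whole-cell yeast assay. The mutant strain was incubated with compounds, and growth inhibition was determined by comparison with vehicle-treated cells.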
# yeast rad50: NCI yeast anticancer drug screen, S. cerevisiae rad50 strain. % growth inhibition at 50 µM. 79,000 compounds, 10% hits;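 note: 0% = growth of vehicle-only cultures of the same strain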
#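 Relative growth inhibition (compound vs vehicle) was measured in yeast with a defined repair-gene alteration.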
# mlh1 rad18: NCI yeast anticancer drug screen, S. cerevisiae mlh1 rad18 strain | % growth inhibition at 50 µM | 79,000 compounds, 11% hits;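 note: 0% = growth of vehicle-only cultures of the same strain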
#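 Read-out is yeast growth inhibition, calculated against vehicle-only controls. The compound was applied to a strain engineered with DNA damage repair alterations.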
# yeast cln2 rad14: NCI yeast anticancer drug screen, S. cerevisiae cln2 rad14 strain. 78,000 compounds, 8.3% hits. growth inhibition, % at 50 µM;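 note: 0% = growth of vehicle-only cultures of the same strain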
#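 Test compounds were added to cln2 rad14 yeast cultures; inhibition of growth was then determined by comparison with vehicle treatment.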
# yeast sgs1 mgt1: NCI yeast anticancer drug screen, S. cerevisiae sgs1 mgt1 strain. % growth inhibition at 50 µM. AID 161. 78,000 compounds, 10% hits;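 note: 0% = growth of vehicle-only cultures of the same strain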
#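 Growth of a repair-deficient yeast mutant was monitored after compound treatment and expressed as inhibition relative to vehicle-treated cultures.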
# The depositor's hits bear a star; / = not tested or not shown; ! = not active in a repeat. Cut-off read from the data, not from the text of the source: active = growth inhibition above about 70%; inactive = the rest.
1: CC(O)C(NC(=O)CNC(=O)CNC(=O)OCc1ccccc1)C(=O)O (stereo not given)
2: ClCCCC1(CCCCl)OCCO1
3: CN(C)c1ccc(C2(c3ccc(N(C)C)cc3)c3ccccc3C(=O)N2N)cc1
4: COC(=O)c1ccccc1C#Cc1ccccc1C(=O)OC
5: O=C(O)C1CCCCC1c1c2ccc(=O)c(O)c-2oc2c(O)c(O)ccc12 (stereo not given)
6: CCOC1NC(=O)Oc2ccccc21 (stereo not given)
7: CCOC(=O)/C(=N/Nc1ccc(C)cc1)N1C(=S)C=C(C)NN(C)C1=S
8: c1ccc(Nc2nnc(-c3nsc4ccccc34)o2)cc1

compound no.	1	2	3	4	5	6	7	8
yeast sgs1 mgt1	-2	/	18	89*	59	8	-31	-43
yeast rad50	7	-21	54	67	78*	4	-34	-34
yeast cln2 rad14	16	/	43	13	56	7	-13	-1
mec2-1	-3	-25	34	54	82*	0	4	-41
mlh1 rad18	3	-2	22	50	75*	-37	-31	-36
bub3	7	/	78*	83*	87*	11	-20	-32

9: CC(=O)O[C@@H]1CC2[C@@H](CCC3Cc4nc5c(nc4C[C@@]32C)CC2CC[C@@H]3C(CC[C@@]4(C)C3CC[C@@H]4C(C)CCCC(C)C)[C@@]2(C)C5)C2C[C@@H]3OC4(CCC(C)CO4)C(C)[C@@H]3[C@]21C (stereo not given in full)
10: N=C1CCCS1
11: CCCCCC(=O)CC(=O)C(CC)CC
12: Nc1nc(SCC(=O)O)nc(N)c1N=Nc1ccc(S(=O)(=O)NC(=O)c2ccccc2)cc1
13: COC1CCC2C3CCC(C3)C12 (stereo not given)
14: CC1(C)OC2(C=CC(C)([N+](=O)[O-])C=C2)OC1=O (stereo not given)
15: COC(=O)c1cc(=O)c2c(=O)[nH]c(=O)[nH]c2[nH]1
16: Nc1ncnc(N2CCOCC2)n1

compound no.	9	10	11	12	13	14	15	16
yeast sgs1 mgt1	-27	-7	-2	-7	6	0	2	-8
yeast rad50	-19	-7	16	7	27	12	-4	-29
yeast cln2 rad14	2	-6	1	0	5	0	-27	1
mec2-1	-14	-2	13	6	-2	2	-1	-41
mlh1 rad18	-2	-5	13	16	-10	7	4	-8
bub3	-13	-49	6	0	-13	-3	-9	-15

17: CCCP1(=O)C=C(C)C(=C(Cl)Cl)C(C)=C1 (stereo not given)
18: C=CNC(=S)N/C=C(\C#N)S(=O)(=O)c1ccc(C)cc1
19: COC(=O)c1ccccc1C1CN=NC12Cc1c(ccc3c1CCC3)C2=O (stereo not given)
20: Nc1nc(-c2ccc(F)cc2)cc(-c2cc(-c3ccc(F)cc3)nc(N)n2)n1
21: CC(C)NC(=O)CC(NCc1ccccc1)C(=O)O (stereo not given)
22: Clc1cc2nsnc2cc1Cl
23: O=[n+]1c2c(n([O-])c3cc(Cl)c(Cl)cc31)CCC2
24: COc1ccc(C(=CC2=CC(=O)C3=C(CCCC3)C2=O)c2ccc(OC)cc2)cc1

compound no.	17	18	19	20	21	22	23	24
yeast sgs1 mgt1	-8	-12	-15	-21	21	-19	23	-5
yeast rad50	7	-44	-4	-17	6	-5	25	20
yeast cln2 rad14	14	-26	-10	-2	10	10	5	-4
mec2-1	-19	-20	-6	-3	7	-10	-2	-4
mlh1 rad18	6	-34	-1	2	10	-12	28	7
bub3	-10	-17	28	-7	-7	2	4	1

25: O=c1oc(-c2ccccc2)nc2cc(Cl)ccc12
26: NC(=S)Nc1cccc(C(F)(F)F)c1
27: N#C/C(=N\NC(=O)c1ccccc1)c1ccccc1
28: COCC(=O)CC(C)=O
29: c1ccc(SC2(Sc3ccccc3)CCCC2)cc1
30: O=[N+]([O-])c1ccc(O)c(C2CCCCC2)c1
31: CC/C(=N/NC(N)=O)C1C=COC=C1
32: CCOC(=O)C1(Cc2ccccc2)Cc2cc3c(cc2C1)CCC3

compound no.	25	26	27	28	29	30	31	32
yeast sgs1 mgt1	/	99*	-4	16	-12	100*	0	-24
yeast rad50	0	99*	6	25	-9	100*	-6	-23
yeast cln2 rad14	/	99*	-32	-45	0	100*	-7	-4
mec2-1	0	99*	5	17	-22	99*	2	-50
mlh1 rad18	1	99*	4	18	-17	99*	1	-2
bub3	/	99*	-8	7	-25	100*	-12	3

33: O=c1[nH]c2ccccc2nc1/C=C(\O)c1ccc([N+](=O)[O-])cc1
34: Nc1ccc2c(c1)C(=O)c1c(F)c(F)c(F)c(F)c1-2
35: CN(C)CCNC(=O)c1cccc2c1nc(-c1cccnc1)c1ccccc12
36: c1ccc2c(-c3nnc(-c4cccc5ccccc45)o3)cccc2c1
37: O=c1[nH]cnc2ccccc12
38: Cc1ccccc1NC(=O)C(=O)C(C1OC(=O)c2ccccc21)[N+](=O)[O-] (stereo not given)
39: COC(=O)C1=Cc2c(OC)cc(OC)c(OC)c2[C@H](c2cc(OC)c(OC)cc2OC)C1C(=O)OC (stereo not given in full)
40: Cc1ccc(Cl)c(NC(=O)c2ccccc2Cl)c1

compound no.	33	34	35	36	37	38	39	40
yeast sgs1 mgt1	-22	-11	-29	6	0	4	34	19
yeast rad50	2	17	13	-3	39	-5	36	6
yeast cln2 rad14	26	-13	7	4	-7	-4	19	-8
mec2-1	-11	-1	10	-33	-2	-5	3	8
mlh1 rad18	2	12	2	-4	15	-17	25	31
bub3	-22	5	-4	-45	17	-2	2	12

41: O=C1C=C2CCC(c3ccc(O)cc3)CC2CC1 (stereo not given)
42: Cc1ccc(N2CCc3c(C)c(C#N)c4nc5ccccc5n4c32)cc1
43: CC(=O)c1cccc(NC(=O)C(=O)C(c2cnc3ccc([N+](=O)[O-])cc3n2)[N+](=O)[O-])c1 (stereo not given)
44: Nc1ccccc1C(=O)CCc1ccccc1C(=O)O
45: COc1cc[c]([Sn]([O][Sn]([Cl])([c]2ccc(OC)cc2)[c]2ccc(OC)cc2)[c]2ccc(OC)cc2)cc1
46: CC(=O)C1CCC2C3C=C(C)C4=CC(=O)CCC4(C)C3(F)C(=O)CC12C (stereo not given)
47: CCOC(=O)c1cn(C)nc1N/C(C)=C\C(=O)c1ccccc1
48: Nc1ncnc(N)c1NC(=O)c1ccc2ccccc2c1

compound no.	41	42	43	44	45	46	47	48
yeast sgs1 mgt1	-2	-6	7	6	70	6	-1	-2
yeast rad50	-3	-3	4	6	28	14	-12	9
yeast cln2 rad14	8	-6	4	13	53	-13	-6	-2
mec2-1	8	1	-15	-8	33	-12	-23	35
mlh1 rad18	-8	15	16	6	74*	16	9	-21
bub3	0	-2	4	-8	71*	14	-5	-20

# Reformatted: results already given
# Value order: yeast sgs1 mgt1	yeast rad50	yeast cln2 rad14	mec2-1	mlh1 rad18	bub3
(32) CCOC(=O)C1(Cc2ccccc2)Cc2cc3c(cc2C1)CCC3
→ -24	-23	-4	-50	-2	3
(33) O=c1[nH]c2ccccc2nc1/C=C(\O)c1ccc([N+](=O)[O-])cc1
→ -22	2	26	-11	2	-22
(34) Nc1ccc2c(c1)C(=O)c1c(F)c(F)c(F)c(F)c1-2
→ -11	17	-13	-1	12	5
(35) CN(C)CCNC(=O)c1cccc2c1nc(-c1cccnc1)c1ccccc12
→ -29	13	7	10	2	-4
(36) c1ccc2c(-c3nnc(-c4cccc5ccccc45)o3)cccc2c1
→ 6	-3	4	-33	-4	-45
(37) O=c1[nH]cnc2ccccc12
→ 0	39	-7	-2	15	17
(38) Cc1ccccc1NC(=O)C(=O)C(C1OC(=O)c2ccccc21)[N+](=O)[O-] (stereo not given)
→ 4	-5	-4	-5	-17	-2
(39) COC(=O)C1=Cc2c(OC)cc(OC)c(OC)c2[C@H](c2cc(OC)c(OC)cc2OC)C1C(=O)OC (stereo not given in full)
→ 34	36	19	3	25	2
(40) Cc1ccc(Cl)c(NC(=O)c2ccccc2Cl)c1
→ 19	6	-8	8	31	12
(41) O=C1C=C2CCC(c3ccc(O)cc3)CC2CC1 (stereo not given)
→ -2	-3	8	8	-8	0
(42) Cc1ccc(N2CCc3c(C)c(C#N)c4nc5ccccc5n4c32)cc1
→ -6	-3	-6	1	15	-2
(43) CC(=O)c1cccc(NC(=O)C(=O)C(c2cnc3ccc([N+](=O)[O-])cc3n2)[N+](=O)[O-])c1 (stereo not given)
→ 7	4	4	-15	16	4
(44) Nc1ccccc1C(=O)CCc1ccccc1C(=O)O
→ 6	6	13	-8	6	-8
(45) COc1cc[c]([Sn]([O][Sn]([Cl])([c]2ccc(OC)cc2)[c]2ccc(OC)cc2)[c]2ccc(OC)cc2)cc1
→ 70	28	53	33	74*	71*

# Later entries:
49: Cn1c(N)c(N)c(=O)n(C)c1=O
50: Cc1cc(Br)ccc1C1=C(O)C(=O)NC1=O
51: Cc1cc(S(=O)(=O)O)cc(Cl)c1N
52: O=C(COc1ccc(Cl)cc1)OCCO
53: Clc1ccc(/C=N\c2nn[nH]n2)c(Cl)c1 (tested in a mixture with another compound)
54: CC(C)Oc1ccc(C(=O)NS(=O)(=O)c2ccc(N)cc2)cc1
55: NC(=O)c1cc2c(oc1=O)-c1ccccc1OC2
56: Cc1cc(N(CCOS(C)(=O)=O)CCOS(C)(=O)=O)ccc1C=Nc1ccc(-c2nc(Cc3ccccc3)sc2C)cc1

compound no.	49	50	51	52	53	54	55	56
yeast sgs1 mgt1	-2	11	-1	0	10	/	19	86*
yeast rad50	-10	6	-11	5	-2	-25	31	53
yeast cln2 rad14	-7	-32	0	40	11	/	14	86*!
mec2-1	-22	-10	-28	-6	-3	-32	16	49
mlh1 rad18	18	-5	-9	-26	12	-8	2	77*
bub3	-17	-2	-24	-6	3	/	8	84*!

57: Cc1ccc(C2(C)OCCCO2)cc1
58: CC1C2=C(CC(C)(C)CC2=O)NC2=C1C(=O)CC(C)(C)C2
59: c1ccc(-c2nc(N=C3N=c4ccccc4=N3)[nH]c2-c2ccccn2)nc1
60: CCOC(=O)/N=C1\SC2(CC(C)=C(C)CS2=O)C(O)=C1C(=O)OCC (stereo not given)
61: COc1ccc(/C(C#N)=C/c2ccc(N(C)CCC#N)cc2)cc1
62: COC(=O)C1(C)CCCC2(C)C3CC(O)C(C(C)C)=CC3(O)CCC12 (stereo not given)
63: CNC(=S)N1CC2C3CCC(O3)C2C1 (stereo not given)
64: CC(=O)NC1=N/C(=C/c2cc([N+](=O)[O-])ccc2O)CN1C

compound no.	57	58	59	60	61	62	63	64
yeast sgs1 mgt1	-3	-9	/	-9	24	16	-15	-6
yeast rad50	-4	-7	75*	6	28	10	5	-13
yeast cln2 rad14	7	-10	/	-6	-9	-13	-51	21
mec2-1	1	-26	78*	-3	-24	-5	-8	-23
mlh1 rad18	-13	-3	76*	21	24	15	-12	-42
bub3	4	-7	/	1	15	-1	8	5

65: O=C1C2Nc3ccccc3SC2C(=O)N1c1ccccc1C(F)(F)F (stereo not given)
66: CCc1ccc(N=Nc2ccc(Br)cc2)cc1
67: O=C([O-])C[n+]1ccccc1/C=C/c1ccccc1
68: Cc1nnc2n1N=C(c1ccc(O)c(O)c1O)CS2
69: CCC(C(=O)Nc1ccccc1)C(C)C (stereo not given)
70: Cc1cc(C(=O)C[n+]2ccccc2)ccc1O
71: Cc1c(Cc2ccccc2)c(N2CCOCC2)n2c(nc3ccccc32)c1C#N
72: Cc1c(Cl)c(-c2c(Cl)c(C)c(Cl)c([N+](=O)[O-])c2Cl)c(Cl)c([N+](=O)[O-])c1Cl

compound no.	65	66	67	68	69	70	71	72
yeast sgs1 mgt1	47	-5	-23	-5	3	-13	1	68
yeast rad50	74*	9	-19	3	0	-10	5	47
yeast cln2 rad14	46	7	-15	7	40	-24	-5	58
mec2-1	12	-18	2	-3	-1	-10	5	36
mlh1 rad18	73*	-10	-24	-6	-1	-13	6	66
bub3	14	3	-8	2	-4	45	-3	15

73: CCCC(=O)Nc1cc(/C=C/C(=O)N2C[C@H]3C[C@@]34C2=CC(=O)c2[nH]cc(C)c24)n(C)c1
74: Cc1ccc(C(=O)CCN2CCOCC2)c(C)c1
75: Cc1ccc(S(=O)(=O)N/N=C/c2ccoc2)cc1
76: O=C(O)CNCc1ccc(F)cc1
77: Cc1cc(C)c(B2OB(c3c(C)cc(C)cc3C)O2)c(C)c1
78: COC(=O)c1ccc([N+](=O)[O-])c(C)c1
79: COc1cc(O)c2c(c1)C(=O)c1cc3c(c(O)c1C2=O)CC(OC)C(C)(O)C3O (stereo not given)

compound no.	73	74	75	76	77	78	79
yeast sgs1 mgt1	84*	27	-17	-15	-10	-50	92*
yeast rad50	80*	40	-32	-2	-21	-33	90*
yeast cln2 rad14	81*	-5	-4	-74	-10	-10	89*
mec2-1	89*	6	-9	-10	4	-31	91*
mlh1 rad18	84*	31	-14	-6	-26	-28	91*
bub3	58	29	4	13	-2	-25	92*

# Compound activity (PubChem)
